HGIII-sPLA2 inh: human group III sPLA2 inhibitors, primary screen, biochemical, QFRET, BODIPY PC-A2 liposome substrate; AID 743126, 2013; hit rate 0.56% among 370,000; QFRET BODIPY PC-A2 liposome hydrolysis, fluorescence; inhibition, % at 12.2 µM;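 active = inhibition above mean plus 3 SD of compounds lying within the high and low control bounds, cut at about 19% in these data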;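 also: 0% = median of test compound wells and 100% = no enzyme DMSO wells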
DAX1 inh-1: DAX1 (NR0B1) inhibitors, primary screen, cell-based, HEK293, Gal4-DAX1, luciferase luminescence; Nuclear receptor subfamily 0 group B member 1 (Homo sapiens), P51843; HEK293 Gal4-DAX1 luciferase reporter; inhibition, % at 6.75 µM; hit rate 0.99% among 340,000; AID 504766, 2011;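 active = inhibition above the mean over all tested compounds plus 3 SD, cut at about 4.2% in these data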;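 also: 0% = DAX1-transfected cells with DMSO and 100% = empty-vector control cells with DMSO; inhibition shows as a rise in luminescence from relieved DAX1 repression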
NPR2 activator: human GC-B receptor activators, primary screen, HEK293 GC-B cells, cGMP TR-FRET, EC30 CNP. Atrial natriuretic peptide receptor 2 (Homo sapiens), P20594. 0% at EC30 CNP, 100% saturating CNP. AID 1920062, 2024. activation, % at 10 µM. hit rate 0.11% among 370,000;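 active = activation at 10 µM reaching about 35% in either raw or pattern-adjusted values, limit read from the data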
SMARCA2 act: SMARCA2 (BRM) function activators, primary screen, cell-based, luminescence, high throughput; MG213 cells, MMTV-luciferase reporter, dexamethasone, overnight; hit rate 1% among 370,000; activation, % at 9.1 µM; in the data active = activation above about 7.8%;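 also: 0% = vehicle wells and 100% = reference activator wells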
hcDAF12 agonist: H. contortus DAF-12 nuclear receptor activators, primary screen, cell-based, luminescence, HEK293, lit1-tk-luc reporter. HEK293 hcDAF-12 lit1-tk-luc reporter; 0% DMSO, 100% Δ7-dafachronic acid. activation, % at 6.8 µM. hit rate 1.4% among 370,000. AID 652067, 2013;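 active = activation above the mean of all tested compounds plus 3 SD, cut at about 5.5% in these data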;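 also: 100% = response to 3 µM Δ7-dafachronic acid high control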
DAX1 inh-2: DAX1 (NR0B1) inhibitors on StAR promoter, primary screen, cell-based, luminescence, SF-1 (NR5A1), full-length DAX-1; AID 652010, 2013; hit rate 1.1% among 370,000; inhibition, % at 6.8 µM; HEK293T StAR-luciferase reporter, SF-1/DAX-1 repression relief;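 active = inhibition above the mean over all tested compounds plus 3 SD, cut at about 3.6% in these data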;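 also: 0% = DAX-1 cells with DMSO and 100% = cells lacking DAX-1 with DMSO; higher inhibition means more luminescence from relief of DAX-1 repression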
NPR1 activator: GC-A stimulated cGMP production enhancers – HEK293 GC-A cells, cGMP TR-FRET, EC30 ANP, primary screen | Atrial natriuretic peptide receptor 1 (Homo sapiens), P16066 | 0% at EC30 ANP, 100% saturating ANP | activation, % at 10 µM | hit rate 0.14% among 370,000 | AID 1671463, 2021; in the data active = activation above about 40%
Target sequence (P16066 whole entry, looked up): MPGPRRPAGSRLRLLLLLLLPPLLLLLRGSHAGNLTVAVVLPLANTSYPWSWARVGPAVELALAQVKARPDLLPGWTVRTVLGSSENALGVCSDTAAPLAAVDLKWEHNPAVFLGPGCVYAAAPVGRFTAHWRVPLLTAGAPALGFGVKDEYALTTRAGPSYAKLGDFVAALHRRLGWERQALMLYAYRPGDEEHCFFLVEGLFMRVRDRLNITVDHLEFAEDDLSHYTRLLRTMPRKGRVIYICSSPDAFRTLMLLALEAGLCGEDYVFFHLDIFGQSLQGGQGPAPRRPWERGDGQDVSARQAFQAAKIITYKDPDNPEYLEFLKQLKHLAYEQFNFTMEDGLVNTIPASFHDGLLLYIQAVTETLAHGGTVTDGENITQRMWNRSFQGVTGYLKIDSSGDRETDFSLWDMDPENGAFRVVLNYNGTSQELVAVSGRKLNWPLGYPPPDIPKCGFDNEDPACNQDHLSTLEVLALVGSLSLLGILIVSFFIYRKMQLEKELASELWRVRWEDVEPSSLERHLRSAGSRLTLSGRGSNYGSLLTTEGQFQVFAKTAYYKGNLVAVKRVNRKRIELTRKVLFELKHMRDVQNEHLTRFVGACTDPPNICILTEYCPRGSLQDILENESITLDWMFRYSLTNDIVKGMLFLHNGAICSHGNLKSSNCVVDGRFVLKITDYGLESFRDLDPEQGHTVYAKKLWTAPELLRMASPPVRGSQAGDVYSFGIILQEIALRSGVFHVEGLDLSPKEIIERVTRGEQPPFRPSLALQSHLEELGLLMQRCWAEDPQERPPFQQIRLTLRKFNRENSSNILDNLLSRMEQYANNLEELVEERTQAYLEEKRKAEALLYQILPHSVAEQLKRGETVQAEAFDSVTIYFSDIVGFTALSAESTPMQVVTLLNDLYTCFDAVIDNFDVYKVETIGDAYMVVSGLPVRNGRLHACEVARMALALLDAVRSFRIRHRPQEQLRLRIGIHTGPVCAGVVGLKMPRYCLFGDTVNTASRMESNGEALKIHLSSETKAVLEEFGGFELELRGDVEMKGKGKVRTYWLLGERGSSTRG
proKLK7 act: proKLK7 zymogen activators, primary screen, biochemical, fluorescence intensity | Kallikrein-7 (Homo sapiens), P49862 | purified proKLK7, EDANS-DABCYL substrate fluorescence; 100% is mature enzyme control, 0% vehicle | activation, % at 7 µM | hit rate 0.9% among 370,000 | AID 652039, 2013;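 active = activation above the mean of all tested compounds plus 3 SD, computed per campaign excluding outliers beyond control limits, cut at about 13% in these data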
GAA850 FXN act: FXN promoter activators, primary screen, cell-based, luciferase luminescence, HEK293 lucGAA850. HEK293 lucGAA850 FXN promoter luciferase reporter, 24 h; percent of 10 µM SAHA response. activation, % at 6 µM. hit rate 0.56% among 360,000. AID 540364, 2011;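 active = activation above the average of all compounds screened plus 3 SD, cutoff fixed separately per campaign, cut at about 7.5% in these data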;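 also: 0% = DMSO wells and 100% = 10 µM SAHA wells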
hgDAF12 agonist: H. glycines DAF-12 receptor agonists, primary screen, cell-based, luminescence, HEK293, GAL4 fusion, UAS-luciferase; hit rate 1.8% among 370,000; HEK293 GAL4-hgDAF12 UAS-luciferase reporter, agonist luminescence; normalized to butyrate control; activation, % at 6.8 µM; AID 687014, 2013;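 active = activation above a cutoff set at the mean of all screened compounds plus 3 SD, cut at about 10% in these data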;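 also: 0% = DMSO wells and 100% = sodium butyrate wells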
ssDAF12 agonist: S. stercoralis DAF-12 nuclear receptor activators, primary screen, cell-based, luminescence, HEK293, GRIP1 co-expression, lit1-tk-luc; Nuclear hormone receptor DAF-12 (Strongyloides stercoralis); HEK293 ssDAF-12/GRIP1 lit1-tk-luc reporter; % of 3 µM dafachronic acid response; activation, % at 6.8 µM; hit rate 1% among 370,000;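 active = activation above the mean over all tested compounds plus 3 SD, cut at about 0.9% in these data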;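 also: 0% = DMSO-only wells and 100% = 3 µM delta7-dafachronic acid wells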
An asterisk follows results filed as active; . = no result given.

smiles,HGIII-sPLA2 inh,DAX1 inh-1,NPR2 activator,SMARCA2 act,hcDAF12 agonist,DAX1 inh-2,NPR1 activator,proKLK7 act,GAA850 FXN act,hgDAF12 agonist,ssDAF12 agonist
Cc1ccc(CCNC(=O)C2CCC(=O)N2C2CCCC2)cc1 (stereo not given),1.5,2.7,-2.0,-2.9,-0.8,0.2,5.3,0.3,-1.0,-0.2,-1.2
NC(=O)[C@@H]1CCCNc2c(F)cc([N+](=O)[O-])cc2C(=O)N[C@@H](CO)C(=O)NCC(=O)N1,1.4,1.4,2.1,-0.8,-2.4,-0.3,0.5,-0.1,1.8,-1.9,-1.6
N#CCC(=O)Nc1nc(-c2ccc3c(c2)OCCO3)cs1,-4.0,1.7,-1.6,4.3,2.1,1.4,4.0,-0.7,0.5,6.8,-0.3
N=c1n(CC(=O)c2cccs2)c2ccccc2n1Cc1ccccc1,-30.6,-1.1,-12.7,-2.7,-1.2,0.3,-15.4,-0.2,-1.8,-1.2,0.1
Cc1ccc(S(=O)(=O)N(Cc2nccn2C)C(C)C)cc1,1.7,2.4,-0.3,-0.5,1.0,-0.6,2.2,0.3,2.1,2.8,-0.9
N#Cc1c(-c2ccccc2)cc(-c2cccs2)nc1SCC(=O)O,-13.4,2.2,-3.2,-2.4,3.5,-0.5,0.4,0.5,3.1,-0.3,0.8
COc1cc(NS(=O)(=O)c2ccc3c(c2)NC(=O)CO3)cc(OC)c1,-10.3,-0.5,0.9,-4.5,-1.8,-0.4,-4.7,0.4,0.7,-1.9,-1.2
CC1(c2ccc(Cl)cc2)NC(=O)N(CC(=O)c2ccc3c(c2)OCO3)C1=O (stereo not given),-10.2,0.0,0.8,-2.9,-1.6,-0.2,0.8,0.3,1.3,-1.6,-1.1
c1ccc(Oc2ccc(-n3cnnn3)cc2)cc1,-0.1,-0.2,-1.3,-2.0,1.7,-0.4,1.8,0.0,-1.8,-0.1,-1.4
Cc1cccc(Nc2ncnc3c2cnn3Cc2ccccc2)c1,-14.3,-1.1,19.9,-0.7,-3.9,-0.1,18.0,0.4,-1.9,3.3,-0.8
O=C(COc1ccccc1)Nc1nc(-c2ccc(S(=O)(=O)N3CCOCC3)cc2)cs1,-6.9,-1.1,7.4,-2.1,-3.6,-1.3,1.8,-1.3,-3.6,-0.8,-1.6
O=C(c1ccc(OC2CCN(Cc3ccccc3O)CC2)cc1)N1CCCCC1,-1.3,0.5,4.0,-1.8,-0.9,0.0,-0.9,-0.5,-0.2,0.5,-1.2
CCN1CCN(C(=O)Cn2ncc3c([nH]c4ccccc43)c2=O)CC1,1.9,0.7,-0.8,0.5,2.4,0.0,0.6,-0.2,1.4,-0.5,-1.0
CCOc1ccccc1NC(=O)CCCc1nc2ccccc2c(=O)[nH]1,-5.3,0.3,-2.4,0.5,-0.1,-0.5,1.2,0.6,0.1,3.5,-0.6
O=C(COC(=O)c1cc(=O)[nH]c2ccccc12)NC(=O)c1ccccc1,15.4,1.1,-2.4,0.9,1.0,-1.0,-0.8,-0.8,-2.7,-1.2,-0.5

In a second layout: results already given
The line under a structure holds: HGIII-sPLA2 inh | DAX1 inh-1 | NPR2 activator | SMARCA2 act | hcDAF12 agonist | DAX1 inh-2 | NPR1 activator | proKLK7 act | GAA850 FXN act | hgDAF12 agonist | ssDAF12 agonist
O=C(COC(=O)c1cc(=O)[nH]c2ccccc12)NC(=O)c1ccccc1
 : 15.4 | 1.1 | -2.4 | 0.9 | 1.0 | -1.0 | -0.8 | -0.8 | -2.7 | -1.2 | -0.5
CCN1CCN(C(=O)Cn2ncc3c([nH]c4ccccc43)c2=O)CC1
 : 1.9 | 0.7 | -0.8 | 0.5 | 2.4 | 0.0 | 0.6 | -0.2 | 1.4 | -0.5 | -1.0
O=C(COc1ccccc1)Nc1nc(-c2ccc(S(=O)(=O)N3CCOCC3)cc2)cs1
 : -6.9 | -1.1 | 7.4 | -2.1 | -3.6 | -1.3 | 1.8 | -1.3 | -3.6 | -0.8 | -1.6
Cc1ccc(S(=O)(=O)N(Cc2nccn2C)C(C)C)cc1
 : 1.7 | 2.4 | -0.3 | -0.5 | 1.0 | -0.6 | 2.2 | 0.3 | 2.1 | 2.8 | -0.9

The list continues.
smiles,HGIII-sPLA2 inh,DAX1 inh-1,NPR2 activator,SMARCA2 act,hcDAF12 agonist,DAX1 inh-2,NPR1 activator,proKLK7 act,GAA850 FXN act,hgDAF12 agonist,ssDAF12 agonist
CCCCNC(=O)C1(C)CCN1C(=O)c1sccc1C (stereo not given),12.9,.,-3.6,-1.2,-1.8,-0.4,-4.0,0.7,-0.6,1.0,-1.2
CC(C)c1cccc(C(C)C)c1NC(=O)c1ccc(-c2cc(Cl)ccc2Cl)o1,10.4,.,-1.5,-2.5,0.0,1.1,-2.9,-0.3,-0.9,-0.5,-0.3
CC(=O)Nc1ccc(S(=O)(=O)Nc2ccc(C(=O)NCC(=O)O)cc2)cc1,11.0,-0.1,-5.3,-1.9,-2.0,0.6,0.9,0.3,1.5,0.1,-1.0
COCOCCn1cc(CN2CCS(=O)(=O)N(Cc3ccc(-c4ccc(Cl)nc4)cc3)C(C)C2=O)nn1 (stereo not given),10.3,-1.4,9.4,-6.8,-2.5,-0.3,5.8,0.1,0.0,0.9,-0.7
CC(C)CNC(=O)COc1ncnc2sccc12,-0.5,2.6,2.2,0.1,-0.8,0.0,4.0,-0.2,0.8,-2.3,-1.6
O=C(COC(=O)/C=C/c1cccc(Br)c1)Nc1cccc(S(=O)(=O)NC2=NCCC2)c1,-18.6,-0.3,-3.4,2.3,-1.9,0.3,-0.3,-0.3,-0.7,1.0,-0.9
COC(=O)c1ccc(COc2ccc(F)cc2)o1,-0.4,1.7,-2.2,-1.4,-1.0,0.5,6.0,0.1,2.2,0.1,-1.1
CC/C(=C(/c1ccccc1)c1ccc(OCC[N+](C)(C)C)cc1)c1ccccc1,0.5,0.1,3.6,-2.8,-0.3,-0.5,3.4,0.0,-0.8,0.2,-0.7
CC(=O)Nc1cc2nc(C)n(Cc3ccccc3[N+](=O)[O-])c2nc1C,10.1,0.2,0.2,-3.5,0.9,0.4,0.2,0.3,0.7,-2.9,-1.8
CCn1c(C)nc2cc(C(=O)N/N=C/c3ccc(O)c(O)c3O)ccc21,-5.0,1.5,-4.3,3.6,-0.8,-0.6,-6.0,1.0,2.0,-1.8,-1.1
O=C(NCC(=O)N(c1ccc2c(c1)OCCO2)C(C(=O)NC1CCCC1)c1ccco1)c1ccco1 (stereo not given),0.8,0.0,6.1,-1.1,0.7,0.0,1.3,0.7,-1.3,0.0,-1.2
COc1ccccc1N1CCN(C2CCCN(C(=O)c3ccsc3)C2)CC1 (stereo not given),3.9,-0.3,-0.3,-0.7,0.5,-1.4,3.9,-0.3,-0.3,-2.4,-1.3
CCCCCCN1CCN(C2CN(Cc3ccccc3)S(=O)(=O)C2)CC1 (stereo not given),-3.2,.,7.0,-1.8,-0.3,-0.2,1.1,0.2,.,-0.3,-1.1
CCCCCC(=O)N1C[C@H](n2cc(COC(=O)c3ccccc3)nn2)[C@@H](O)C[C@@H]1c1ccc(OC)cc1,-40.8,0.0,-6.5,-4.8,-1.6,-0.8,-1.9,0.1,-0.5,0.8,-0.9
CCCC(C(=O)Nc1cc(S(=O)(=O)N2CCOCC2)ccc1OC)c1ccccc1 (stereo not given),-1.4,-1.1,-3.0,-1.1,-0.7,-0.3,-1.3,0.0,2.1,1.1,-0.7
CCN(C(=O)CN1CCCCC1C)c1c(N)n(Cc2ccccc2)c(=O)[nH]c1=O (stereo not given),-9.6,0.3,-1.1,-2.0,-1.7,1.3,3.0,0.5,0.6,-1.2,-0.6
COc1ccc(-c2noc(C3CCCN(C(=O)c4ccc(F)cc4)C3)n2)cc1 (stereo not given),-8.4,-1.3,-3.9,-4.2,-2.8,-0.5,2.5,0.0,4.5,-4.1,-2.4
COc1ccc(C(=O)OCC(=O)Nc2cc(C)on2)cc1F,6.3,0.5,-0.6,-5.6,-1.0,-1.4,-3.3,-0.2,-2.6,-2.9,-0.7
CN(c1ccccc1)S(=O)(=O)c1ccc(Cl)c(C(=O)Nc2ccncc2)c1,-8.5,-1.9,-21.1,-4.3,-2.6,-5.3,-19.1,-0.1,0.1,-2.9,-2.3
COc1ccc2c(c1)OC(O)(C(F)(F)C(F)F)CC2=O (stereo not given),11.7,0.5,.,-1.5,1.6,-0.6,.,-0.5,2.3,0.8,-1.5
CCOC(=O)CNC(=O)c1cn(C)c(=O)c2cc(OC)c(OC)cc12,2.5,-0.1,1.9,0.9,-0.8,-0.5,2.5,-0.4,-3.0,-0.1,-0.7
Cc1ccccc1NC(=S)NC(=O)/C=C/c1ccco1,0.8,-0.5,-1.2,0.0,0.1,-0.2,6.2,0.0,1.7,1.6,-1.7
Cc1cccc(N/C(=N/S(=O)(=O)c2ccccc2)c2ccccc2)n1,1.2,0.3,5.8,-0.1,1.3,0.2,-6.0,-0.1,2.0,4.4,-0.7
Cc1ccc(NC(=O)CSc2cn[nH]n2)cc1,-15.1,-0.4,-0.2,0.7,7.0*,-0.4,6.0,-0.8,-2.1,1.3,0.4
Cc1ccc(CSc2nnc3c(n2)OC2(Nc4ccccc4-3)C(=O)Nc3ccc(F)cc32)cc1 (stereo not given),6.7,-0.6,-3.2,-2.0,1.6,0.5,-4.0,0.8,0.3,-0.8,-1.5
COC(=O)c1ccc(NC(=O)CSc2nnc(-c3ccncc3)n2N)cc1,4.0,0.4,2.2,-1.5,0.5,-0.7,-1.2,-0.7,-4.0,2.0,-1.5
CCN(CCOC(=O)Nc1ccc(Cl)cc1)C(=O)Nc1ccc(Cl)cc1,-12.8,.,-4.2,-1.9,-0.3,1.0,-2.0,-0.3,.,4.0,-1.4
Cn1c(=O)c2ncn(CC(=O)NCCOc3ccccc3)c2n(C)c1=O,5.2,4.2,1.1,1.5,-1.3,0.7,-1.2,-0.7,-1.4,-0.5,-0.1
Cc1nn2c(NCCN(C)C)c3c(nc2c1-c1ccccc1)CCC3,3.3,1.1,-2.8,-4.5,-1.6,-0.4,0.7,-52.6,-0.6,0.9,-2.0
